Assay outcomes from PubChem.
LMPTP inh: blocks human LMPTP phosphatase. P24666. recombinant LMPTP-A, OMFP fluorogenic substrate, fluorescence intensity. inhibition, % at 20 µM. 360,000 compounds, 0.22% hits;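 active = compounds that cut the enzyme signal by at least half of the control window in the single-dose screen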;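 also: plate controls were DMSO wells with enzyme plus substrate for no effect and substrate without enzyme for full effect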
Target sequence (P24666 whole entry, looked up): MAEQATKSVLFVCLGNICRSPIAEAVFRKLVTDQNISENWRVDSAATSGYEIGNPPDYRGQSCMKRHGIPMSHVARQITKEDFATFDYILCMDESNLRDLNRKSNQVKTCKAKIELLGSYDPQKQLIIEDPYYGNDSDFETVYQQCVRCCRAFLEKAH
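Assay system: LMPTP-A, protein tyrosine phosphatase of low molecular weight / Medium: pH 6.0 Bis-Tris buffer with DTT and Triton X-100 / Schedule: 50 min enzyme reaction at room temperature, protected from light / Measured by: endpoint fluorescence intensity from OMFP dephosphorylation / Read-out basis: % inhibition relative to no-enzyme and uninhibited control wells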
STEP inh: blocks human striatal-enriched tyrosine phosphatase; 360,000 compounds, 0.25% hits; recombinant STEP, OMFP fluorogenic substrate, fluorescence; P54829; AID 588621; inhibition, % at 20 µM;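 active = inhibition at 20 µM, scaled per plate between control wells, above about 37%, limit read from the data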;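 also: 0% = DMSO with enzyme and substrate and 100% = substrate only without enzyme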
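Material: STEP (striatal-enriched tyrosine phosphatase) enzyme, cell-free | Medium: 50 mM Bis-Tris pH 6.0 with 2.5 mM DTT and 0.005% Tween 20 | Read-out: Percent inhibition scaled to no-enzyme and uninhibited-enzyme controls, plate-pattern corrected | Signal: Fluorescence read at 480 nm ex / 540 nm em | Times: 20 min reaction, room temperature, in the dark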
SUMO1-SIM PPI: alters human SUMO1 binding to SIM partners. P63165. SUMO1 binding to a labelled peptide, TR-FRET, 1 h. inhibition, % at 20 µM. 360,000 compounds, 0.33% hits. AID 602429; in the data active = inhibition above about 37%
Target sequence (P63165 whole entry, looked up): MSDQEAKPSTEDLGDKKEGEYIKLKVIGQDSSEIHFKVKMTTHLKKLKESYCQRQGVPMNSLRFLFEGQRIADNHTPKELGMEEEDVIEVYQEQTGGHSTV
DNMT1 inh: blocks human DNA methyltransferase DNMT1 | DNMT1 molecular beacon, Hinp1I cleavage, fluorescence | inhibition (reported as % activation of signal), % at 10 µM | AID 588458 | P26358 | 360,000 compounds, 0.83% hits; in the data active = inhibition above about 50%
NadD block: NadD (S. aureus) enzyme inhibition; purified NadD enzyme, colorimetric absorbance read-out; inhibition, % at 20 µM; 360,000 compounds, 0.78% hits; in the data active = inhibition above about 26%; also: some compounds past the cut are filed as inactive
CSN inh: CSN deneddylation inhibition | Q92905 | Purified CSN, SCF-Nedd8-OG deneddylation, fluorescence polarization | inhibition, % at 12.5 µM | 360,000 compounds, 0.38% hits;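 active = pattern-corrected inhibition above about 35%, with an unprinted fluorescence ratio check between 0.5 and 1.5, limit read from the data, passing the limit was not always enough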;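 also: 0% = enzyme with substrate and 100% = substrate without enzyme; some results filed as inactive read as strong as hits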
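assay system = purified human Csn5 enzyme expressed in HEK293T cells | amount = 0.24 nM enzyme | buffer or medium = Tris/NaCl/DTT buffer, pH 7.5 | reagent = 10 nM SCFSkp2-Nedd8OG | compound = one concentration, 12.5 µM, 0.25% DMSO | times = 90 min reaction at room temperature | signal = FP | read-out basis = % inhibition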
Rin1-Abl PPI inh: inhibitors of human Rin1-Abl protein interaction; inhibition, % at 7.35 µM; 360,000 compounds, 0.4% hits; P00519+Q13671; TR-FRET Rin1/Abl binding, biochemical; in the data active = inhibition above about 5%, passing the limit was not always enough
Neddyl block: blocks human cullin neddylation; TR-FRET cullin neddylation, biochemical; calls only at 25 µM; 360,000 compounds, 0.58% hits; AID 651699; in the data active = inhibition above about 36%
Target sequence (P61081 whole entry, looked up): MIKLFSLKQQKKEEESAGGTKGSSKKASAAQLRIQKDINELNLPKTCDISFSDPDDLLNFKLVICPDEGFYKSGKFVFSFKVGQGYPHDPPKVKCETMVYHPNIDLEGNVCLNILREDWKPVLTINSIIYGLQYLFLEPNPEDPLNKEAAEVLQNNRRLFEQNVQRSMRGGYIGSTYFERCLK
Target sequence (Q13564 whole entry, looked up): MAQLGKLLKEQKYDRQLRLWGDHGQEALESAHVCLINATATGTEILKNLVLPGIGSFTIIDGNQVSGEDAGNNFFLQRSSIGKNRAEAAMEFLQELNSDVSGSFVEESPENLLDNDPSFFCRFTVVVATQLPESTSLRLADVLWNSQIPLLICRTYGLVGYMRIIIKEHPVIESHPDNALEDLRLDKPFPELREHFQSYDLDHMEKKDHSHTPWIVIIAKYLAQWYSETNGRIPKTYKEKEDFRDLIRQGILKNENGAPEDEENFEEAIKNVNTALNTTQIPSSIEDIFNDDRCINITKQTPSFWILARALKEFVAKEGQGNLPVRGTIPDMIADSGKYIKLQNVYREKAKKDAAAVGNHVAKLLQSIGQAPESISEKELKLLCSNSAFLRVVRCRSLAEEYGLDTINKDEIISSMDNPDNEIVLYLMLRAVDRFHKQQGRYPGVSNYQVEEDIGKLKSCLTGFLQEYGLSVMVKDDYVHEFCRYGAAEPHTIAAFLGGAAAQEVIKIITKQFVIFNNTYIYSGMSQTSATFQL
Rpn11 inh: inhibitors of human proteasome Rpn11 | human 26S proteasome, Ub4-pepOG fluorescence polarization; 20S core pre-blocked with epoxomicin | calls only at 20 µM | 360,000 compounds, 0.59% hits;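 active = inhibition at 20 µM, scaled to each plate's controls, above about 33%, limit read from the data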
Scp-1 inhibitor: blocks human Scp-1 phosphatase activity; Recombinant Scp1, phosphopeptide, malachite green phosphate absorbance; inhibition, % at 20 µM; 340,000 compounds, 0.88% hits; AID 493091;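 active = inhibition above about 50% at 20 µM, limit read from the data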;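 also: plate controls were DMSO wells with enzyme for no effect and wells lacking enzyme for full effect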
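System: truncated SCP-1 phosphatase (76-261aa); medium: Tris acetate buffer pH 5.5 with MgCl2 and Tween-20; incubation: 45 min room-temperature reaction, 5 min colour, 30 min stabiliser; compound: single 20 µM dose, 1% DMSO; reagent: Phosphorylated 17-residue peptide substrate; read-out: % inhibition at 20 µM; technique: colorimetric free-phosphate detection, absorbance 630 nm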
An asterisk follows results filed as active; i = inactive; . = not tested or not shown; + = active, no number.

LMPTP inh	NadD block	STEP inh	Rin1-Abl PPI inh	Neddyl block	mol	DNMT1 inh	Scp-1 inhibitor	SUMO1-SIM PPI	CSN inh	Rpn11 inh
0.0	0	1	-4	i	Cc1ccc(CNC(=O)C(C)OC(=O)c2cccs2)cc1 (centres undefined)	-1	-3	1	-5	i
1.1	61*	-2	2	.	Cc1ccc(NC2=Nc3ccccc3N3C2=Nc2c(c(C)nn2-c2ccccc2)C3c2ccc(O)c(O)c2)cc1 (centres undefined)	-7	0	-1	-2	i
-1.3	7	-2	1	i	CCc1nn(CC(=O)N2CCN(c3ccc(F)cc3)CC2)c(=O)c2cc3occc3n12	1	-6	-4	1	i
0.1	-4	-3	0	i	Cc1ccc(S(=O)(=O)N2CCN(C(=O)c3cc4c(C)nn(-c5ccccc5C)c4s3)CC2)cc1	-1	-11	1	-3	i
0.3	3	3	3	.	N#Cc1ccc(-c2ccc(OCC(O)CN3CCOCC3)cc2)cc1 (centres undefined)	-5	-1	3	-5	i
0.0	-1	1	1	i	NC(c1csc(Nc2nncc3ccccc23)n1)C1CCCCC1 (centres undefined)	-4	.	-50	1	i
-1.8	-1	-1	2	i	Cn1cc(C(=O)N2CCN(c3ccccc3)CC2)c(=O)c2cc(S(=O)(=O)N3CCCC3)ccc21	-3	11	1	0	i
-1.5	-2	-2	-3	i	O=C1CN(C(=O)CN2CCOCC2)C(c2ccccc2)c2cc(Br)ccc2N1 (centres undefined)	4	-10	0	4	i
3.1	-1	-4	-2	i	OC(Cc1ccccc1Br)c1ncc(-c2cccc(C(F)(F)F)c2)[nH]1 (centres undefined)	-3	.	0	-3	i
0.8	2	3	-2	i	COc1ccc(N(C(=O)C2CCCCC2)S(=O)(=O)c2cccc3cccnc23)cc1	-5	6	-1	-7	i
-1.2	-2	2	1	i	Cc1ccc(C(=O)N(c2ccccn2)C(C)c2ccco2)cc1C (centres undefined)	7	-11	-3	-3	i
-0.8	-2	0	-4	i	CCOC(=O)C1C(=O)OC(C)(C)C1C(C)C(=O)c1ccc(C)cc1 (centres undefined)	7	-10	-1	5	i
-0.5	-3	4	2	i	COc1ccc(NC(=O)[C@@H]2CCCN2S(=O)(=O)c2ccc(Cl)cc2)cc1	-1	8	6	1	i
0.8	-1	2	-4	i	Cc1ccc(C)c(OCCSc2nnc(-c3cccnc3)n2N)c1	-5	-2	9	5	i
0.1	-2	-3	5	i	CC(C)(C)c1ccc(C(=O)C2CCCN(C(=O)C3CCOCC3)C2)cc1 (centres undefined)	1	-5	0	2	i
-0.8	1	0	-1	i	Cc1ccc(S(=O)(=O)N2CCCCC2)cc1NC(=O)[C@@H]1CCCN1C(=O)c1cccs1	-2	-5	5	-5	i
2.2	-6	1	4	i	Cc1ccccc1Nc1scc(-c2ccc(Cl)cc2)[n+]1-c1ccccc1C	4	4	-5	0	i
0.3	3	4	5	i	CCCCN(CCCC)NC(=O)c1ccccc1	34	-4	1	-5	i
2.9	17	.	.	i	Cc1cc2nc(-c3cccc(Cl)c3)c(Cc3ccsc3)n2c(C)c1Br	.	.	6	0	.
-2.0	-6	1	-5	i	O=C(O)C(=Cc1ccc([N+](=O)[O-])cc1)CCc1ccccc1	-3	.	-10	4	i
0.0	3	2	-5	.	Cc1ccc2nc3c(cc(C(=O)NCC4CCCO4)c(=N)n3C3CCCC3)c(=O)n2c1 (centres undefined)	3	5	-30	2	i
-1.8	2	0	-2	+	CC1Cc2ccccc2N1C(=O)c1cc2c(=O)n3ccccc3nc2n1C (centres undefined)	-1	-6	-12	-3	i
15	-3	4	3	i	CC(C)(C)OC(=O)C[C@H]1C/C=C\C[C@H](CC(=O)N(CCO)Cc2ccccc2)C(=O)NC[C@H](c2ccccc2)OC1=O	3	4	-3	-3	i
1.6	-2	3	0	i	COc1cc(Nc2ccc(C(=O)O)cc2[N+](=O)[O-])cc(OC)c1	-3	-7	-30	-6	i
-0.8	-5	-2	1	i	COc1cccc(C(=O)C(=O)c2cccc(OC)c2OC)c1OC	2	-8	8	-3	i
-0.4	-3	0	4	i	CC(=O)c1sc(NC(=O)c2ccc(F)c(S(=O)(=O)N3CCOCC3)c2)nc1C	0	-3	-11	-5	i
0.4	-1	-2	4	i	Cc1cc(C)n(C(CC(=O)O)C(=O)O)n1 (centres undefined)	0	-3	1	-4	i
1.8	0	1	2	i	C=C(C)CSc1nnc(CCNC(=O)OC(C)(C)C)o1	-2	3	0	-6	i
-0.9	5	5	-1	i	COc1ccc(C(C)=O)cc1COC(=O)c1cnc(C)cn1	-8	-2	-4	-6	i
-1.7	-1	3	8	i	COC(=O)c1nn(-c2ccc(Oc3ccccc3)cc2)c(=O)cc1O	0	-8	-3	-5	i
-1.0	-4	-3	-2	i	COc1ccccc1OCc1nn[nH]n1	4	-6	-6	-1	i
-0.2	-5	-2	2	i	O=C(Nc1cc2c(cc1Br)OCCCO2)c1ccccc1	3	-3	2	5	i
-2.1	4	-3	3	i	Nn1c(=O)[nH]c2ccccc2c1=O	1	4	2	8	i
1.6	-3	-3	2	i	Cc1ccc(-n2nnnc2SCC(=O)NC2CC2)cc1C	0	-8	3	0	i
18	21	2	-15	i	CCCCOc1ccc(C2C(C(=O)c3ccc(C)o3)=C(O)C(=O)N2CC2CCCO2)cc1 (centres undefined)	0	-4	-3	-12	i
0.4	-1	-1	0	i	COCCN1C=C2C(=O)C(C)(OC(=O)C3CCCC3)C(=O)C=C2C=C1c1ccsc1 (centres undefined)	-8	5	-20	-2	i
2.5	-5	1	-1	i	Cc1cccc(C=CC(=O)c2ccccc2)c1	4	-5	-1	13	i
0.1	0	-2	-2	i	CS(=O)(=O)N(CC(=O)NCc1ccc(Cl)cc1)C1CCCCC1	0	3	-3	1	i
-2.0	-7	2	-1	i	COc1ccc(/C=C/C(=O)N(C)c2ccccc2C(=O)O)cc1	-1	-5	-4	-6	i
-1.3	-1	-1	-3	i	Cc1ccc2nc(SCC(=O)NCc3ccco3)[nH]c2c1	-1	1	19	3	i
0.2	-5	3	3	i	CSc1nsc(SCC(=O)Nc2ccc(NC(C)=O)cc2)n1	0	-10	0	6	i
6.2	2	1	4	i	CCN(CCCNC(=O)Cn1ncc2c([nH]c3ccccc32)c1=O)Cc1ccccc1	-7	-2	-5	-4	i
3.9	-1	0	1	i	COc1ccc([N+](=O)[O-])cc1NCc1ccccc1C	-4	-3	-20	1	i
-0.3	-6	-1	2	i	CC(C)(C)OC(=O)NC1CCN(S(=O)(=O)c2ccc3c(c2)OCCO3)CC1	0	-4	4	1	i
0.3	3	1	2	i	COCCNC(=O)C1(C)CCCN(Cc2cccc(F)c2)C1 (centres undefined)	-1	.	-1	1	i
3.4	2	0	-4	i	CCCS(=O)(=O)Nc1cccc(-c2nc3cccnc3s2)c1	3	-1	-7	-5	i
-0.2	-7	-1	1	i	CC(C)(C)c1cc(-c2ccccc2)n[nH]1	-1	-11	-1	4	i
2.1	2	0	4	i	Cc1nn(-c2ccccc2)c2c1C(c1ccc([N+](=O)[O-])cc1)C(C#N)=C(N)O2 (centres undefined)	-4	-2	-18	4	i
-0.8	-2	3	-2	i	O=C(NCCCc1ccccc1)C1CCC(=O)N(Cc2ccc(Cl)cc2)C1 (centres undefined)	0	-2	0	-1	i
0.5	4	0	4	i	COc1ccc(NC(=O)CN(C)C(=O)c2ccc(C)s2)cc1	1	0	-3	3	i

Additional compounds follow:
LMPTP inh	NadD block	STEP inh	Rin1-Abl PPI inh	Neddyl block	mol	DNMT1 inh	Scp-1 inhibitor	SUMO1-SIM PPI	CSN inh	Rpn11 inh
-0.9	0	-3	-1	i	O=C(C1=C[C@H](C2CC2)C[C@H](OCc2ccc(CO)cc2)O1)N1CCN(Cc2ccc3c(c2)OCO3)CC1	-3	0	8	1	i
-0.6	-7	-1	4	i	Cc1ccc(NC(=O)Nc2ccccc2CC[N+](=O)[O-])cc1	-3	-6	3	-6	i
-3.5	0	0	-1	i	CNc1ccc(-c2cccc(C(=O)N3CCOCC3)c2)cn1	6	.	-2	6	i
0.7	2	4	4	i	CC(C)(C)CC(C)(C)N=C1Nc2ccccc2NC12C[C@H]1CCC(=O)N3CC[C@@H](C2)[C@@H]13 (some centres undefined)	-3	-2	5	0	i
-0.5	-8	-1	3	i	COc1ccc(S(=O)(=O)N(C)CC(=O)Nc2cccc(C(C)=O)c2)cc1Cl	-4	-3	-1	6	i
-1.1	-5	-1	3	i	COc1cc(C(=O)OCC(=O)N(C)c2ccccc2)cc(OC)c1OC	2	-7	2	3	i
-1.8	1	2	0	i	O=C(NN=C1CCCC1)c1cc(Br)ccc1O	0	-5	8	5	i
1.5	-2	0	1	i	C=CC[C@@H](CC(=O)N[C@@H](CO)Cc1ccccc1)C(=O)N[C@@H](COC(=O)[C@@H](CC=C)Cc1ccc(F)cc1)Cc1ccccc1	26	-12	13	2	i
0.1	5	-1	-2	i	COc1ccc(S(=O)(=O)N2CCOCC2)cc1NC(=O)Cc1sc(C)nc1-c1ccc(F)cc1	-7	-3	-8	-5	i
-1.0	-3	-3	5	i	CC1(C)O[C@@H]2[C@H](O1)[C@@H](CO)O[C@H]2n1c(N2CCCCC2)nc2c(N)ncnc21	6	-11	2	1	i
2.1	1	-2	-4	i	Fc1ccc(-c2csc(Nc3ccccn3)n2)cc1	-5	-1	-2	1	i
-0.3	3	-1	-3	i	Cc1nc(N2CCN(c3ccccc3)CC2)[nH]c(=O)c1Cc1ccccc1	10	-4	-2	-1	i

Rows were taken by chance; any-hit rate near 3.8%.
